# Glioma ERSR ind: induces the endoplasmic reticulum stress response in human glioma cells; U87-MG GRP78 promoter luciferase reporter, 16 h; Potency, µM, without a hit: at the highest dose activation, hits mostly activators; actives 0.02% (n = 420,000); AID 602332; further: potency means the concentration at half of the fitted maximal effect; series mostly up to about 76 µM; % of control where 0% means no effect; nearly all actives have a fitted effect of over 35% in size
#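 Stably transfected U87-MG human glioma cells carrying a GRP78-based luminescent sensor were seeded at 1000 cells/well, pin-dosed with compounds and incubated 16 h. Luciferase reagent was then added, and end-point luminescence was read after 10 min at room temperature.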
# D1 ag: human D1 receptor agonism; HEK293 T-REx D1 cells, calcium flux, agonist mode; activation, % at 2 µM; P21728; AID 504660; actives 1% (n = 360,000); in the data active means activation above about 30%; further: 0% is about no effect
# Target sequence (P21728 whole entry, looked up): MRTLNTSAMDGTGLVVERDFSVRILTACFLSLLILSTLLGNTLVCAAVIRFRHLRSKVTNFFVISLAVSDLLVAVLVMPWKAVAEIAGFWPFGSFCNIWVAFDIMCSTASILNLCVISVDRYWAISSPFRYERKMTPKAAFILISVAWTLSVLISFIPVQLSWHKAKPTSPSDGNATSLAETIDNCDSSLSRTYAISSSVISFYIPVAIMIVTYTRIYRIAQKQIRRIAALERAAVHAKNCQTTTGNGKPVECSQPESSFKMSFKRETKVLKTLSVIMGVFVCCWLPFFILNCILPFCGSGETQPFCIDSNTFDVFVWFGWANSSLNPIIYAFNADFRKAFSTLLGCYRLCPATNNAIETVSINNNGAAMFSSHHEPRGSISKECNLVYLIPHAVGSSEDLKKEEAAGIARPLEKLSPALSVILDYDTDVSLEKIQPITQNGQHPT
#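 Inducible HEK293 T-REx D1 cells, force-coupled to calcium signalling, were plated at 4000 cells/well with tetracycline and held overnight at 30 C. After no-wash calcium dye loading, compound-evoked calcium rise over 180 s flagged agonists.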
# Vif-APOBEC3G blk: inhibitors of Vif-APOBEC3G interaction; HeLa A3G-eYFP + Vif (tagged APOBEC3G with the HIV-1 protein that degrades it), YFP fluorescence, overnight; Potency, µM (highest dose often 46.1 µM), for inactives: top-dose activity, negative = active, most hits filed as inhibitors; Q9HC16; actives 0.076% (n = 410,000); AID 602310;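 further: potency means the concentration at half of the fitted maximal effect; on the % scale 0 is the no-effect control and ±100 the full control effect; nearly all actives have a fitted effect of over 60% in size; hits raise eYFP signal because A3G escapes Vif-driven loss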
# Target sequence (Q9HC16 whole entry, looked up): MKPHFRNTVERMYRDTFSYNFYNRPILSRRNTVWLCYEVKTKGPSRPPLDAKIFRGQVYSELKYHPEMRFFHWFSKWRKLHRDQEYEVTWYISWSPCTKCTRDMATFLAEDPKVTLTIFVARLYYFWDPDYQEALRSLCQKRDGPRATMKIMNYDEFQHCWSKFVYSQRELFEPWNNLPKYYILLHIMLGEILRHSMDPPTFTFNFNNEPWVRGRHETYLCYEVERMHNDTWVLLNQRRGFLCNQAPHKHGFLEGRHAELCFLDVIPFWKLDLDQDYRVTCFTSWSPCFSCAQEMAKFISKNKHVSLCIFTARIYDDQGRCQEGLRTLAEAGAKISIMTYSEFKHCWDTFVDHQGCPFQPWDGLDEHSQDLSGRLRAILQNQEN
#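 HeLa cells stably expressing Vif and C-terminally eYFP-tagged A3G, seeded overnight at 37 deg C, then exposed to compound by pintool overnight at 37 deg C. Rise in yellow fluorescence (Ex 488/Em 500-530, Acumen) marks blocked Vif-driven A3G degradation.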
# D1 PAM: human D1 dopamine receptor positive modulation; potentiation, % at 10 µM; actives 0.036% (n = 360,000); AID 504651; P21728; HEK293 TREx D1 cells, calcium flux, dopamine EC20 potentiation; in the data active means potentiation above about 30%; further: 0% is about no effect
# D1 antagonist: blocks dopamine activation of the human D1 receptor; actives 3.2% (n = 360,000); activity change, negative = inhibition, % at 10 µM; HEK293 TREx D1 cells, calcium flux, dopamine EC80; hits give low values; P21728; in the data active means activity change below about -30%; further: on the % scale 0 is the no-effect control and ±100 the full control effect
#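 Kinetic fluorescence of a calcium dye serves as the read-out. D1-expressing Hek293 Trex cells, induced overnight at 30 C, are exposed to compound for 180 s before an EC80 dopamine addition, then read 180 s further.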
# RXFP1 agonist: agonists of human relaxin receptor RXFP1; AID 2676; Q9HBX9; actives 0.3% (n = 370,000); HEK293T-RXFP1 cAMP TR-FRET, 30 min; response scale: percent of porcine relaxin response, buffer zero; Potency, µM (top dose mostly 57.5 µM), for the others: top-dose activation, usual class: activators; further: potency means the concentration at half of the fitted maximal effect; on the % scale 0 is the no-effect control and ±100 the full control effect; nearly all actives have a fitted effect of over 60% in size; many of its hits are not listed in these tables
#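 HEK293 cells stably expressing RXFP1, treated 30 min at 37C with compounds plus PDE4 inhibitor Ro 20174; cAMP measured by HTRF TR-FRET. Normalized to buffer and 29 nM porcine relaxin; EC50 by Hill fit.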
# D2 PAM: positive allosteric modulators of human D2 dopamine receptor. HEK293 T-REx D2, calcium flux, EC20 dopamine potentiation. potentiation, % at 10 µM. actives 0.34% (n = 340,000);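 active means potentiation over 3 SD above the plate norm, cut at about 30% in these data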; further: 0% is about no effect
#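 Calcium flux readout, no-wash dye, 1 read/s. Inducible HEK293 Trex D2 line, overnight 30 C. Compound alone 180 s (agonist flags), then EC20 dopamine, another 180 s to score potentiation.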
# Vif-A3F inh: inhibitors of Vif-A3F interaction. AID 602313. actives 0.2% (n = 390,000). HeLa A3F-eYFP + Vif (tagged APOBEC3F with the HIV-1 protein that degrades it), YFP fluorescence increase. Potency, µM (highest dose often 46.1 µM), for inactives: top-dose activity, negative = active; further: potency means the concentration at half of the fitted maximal effect; % of control where 0% means no effect; nearly all actives have a fitted effect of over 65% in size
#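 HeLa cells stably expressing A3F-eYFP plus Vif, plated and incubated overnight at 37 deg C, then exposed to compounds overnight at 37 deg C. Blocked degradation read as raised yellow fluorescence (Ex 488/Em 500-530).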
# LDHA inh: inhibitors of human lactate dehydrogenase A; P00338; purified LDHA, NADH/diaphorase-resazurin fluorescence; hits give low values; activity change, % (values are at about 110 or 230 µM); actives 0.15% (n = 480,000); AID 1347041; in the data active means activity change below about -30%; inconclusive means mostly about -25% to -30%;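 further: plate controls were DMSO wells for no effect and wells without enzyme for full effect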
#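 Resorufin fluorescence (ex540/em590), read at 0 and 20 min after diaphorase/resazurin addition, reports the NADH left after a 5 min room-temperature reaction of 2 nM human LDH5 with 0.06 mM NADH and 0.2 mM pyruvate.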
# * = called active by the depositor; ? = inconclusive; · = not tested or not shown. Unless noted, the call rests on the fitted dose curve; in most records, active means well fitted curve in the direction sought with a large enough effect; inconclusive means small, poorly fitted or top-dose-only effect, or another doubt; inactive means no such curve, though single readings can be large; an effect the other way counts as inactive or inconclusive. This is a subset; the hit share may differ from the screen's.
cpd	structure	Glioma ERSR ind	D1 antagonist	D2 PAM	Vif-APOBEC3G blk	RXFP1 agonist	D1 ag	D1 PAM	Vif-A3F inh	LDHA inh
1	O=C1CCc2cc(S(=O)(=O)NCCc3ccccc3)cc3c2N1CC3	-2.3%	-12.6	·	1.8%	-1.0%	5.5	4.1	4.8%	-2.7
2	COc1ccccc1-n1cc(-c2ccc(C)cc2)[nH]c1=S	-5.5%	15.6	0.4	?	1.6%	0.9	1.9	-15.7%	-3.8
3	Cc1cc(S(=O)(=O)N(Cc2ccc(C(C)C)cc2)CC2CCCO2)ccc1-n1cnnn1 (centres undefined)	1.8%	-10.6	-6.8	1.2%	1.2%	5.0	-3.2	-1.8%	2.2
4	COc1ccc(C(=O)Sc2ccc(Cl)cc2)cc1OC	-2.4%	-11.7	2.5	-13.5%	0.3%	8.2	-0.3	-6.0%	-9.5
5	Cn1c(=O)[nH]c(=O)c2c1nc(NCCCO)n2CCCc1ccccc1	-4.0%	3.7	-14.2	0.3%	-0.7%	3.0	0.4	-1.7%	0.8
6	CC(C)(C)c1ccc(/C=N/Nc2cccc(C(=O)O)c2)cc1	-13.5%	7.3	3.0	2.1%	0.2%	1.3	-8.3	1.2%	0.2
7	O=C(CN1C(=O)c2cccnc2Oc2ccc(Cl)cc21)N1CCCC1	-5.5%	-4.1	2.0	-0.6%	-1.3%	-0.2	1.6	-16.7%	-1.0
8	COC(=O)CCC(=O)NNC(=O)c1cccc(Br)c1	-0.7%	-37.5*	-6.1	-0.1%	-0.3%	2.1	-4.0	-1.7%	-4.3
9	Cc1ccc(C)c(Nc2c([N+](=O)[O-])cc(C(=O)N3CC(=O)Nc4ccccc43)cc2[N+](=O)[O-])c1	-2.9%	21.2	15.7	1.5%	0.0%	0.4	11.8	2.7%	-0.3
10	CC1CCN(c2oc(-c3ccc(COc4ccc(Cl)cc4)o3)nc2C#N)CC1	-4.5%	1.8	-3.5	1.7%	3.1%	-1.9	1.1	3.7%	-1.3
11	COc1ccc(NC(=O)COC(=O)/C=C/c2cnc3ccccc3n2)cc1	2.2%	0.6	1.0	-4.9%	2.1%	1.8	-13.7	0.5%	-18.0
12	CC1(OC(=O)CCc2ccccc2)C(=O)C=C2C=C(c3ccc(C#N)cc3)N(CCc3ccccn3)C=C2C1=O (centres undefined)	-2.5%	18.6	-4.3	2.1%	6.4%	5.4	-2.6	0.1%	11.2
13	COc1ccc(CNC(=O)Cc2csc(Nc3nc(=S)[nH]c4ccccc34)n2)cc1	0.6%	-12.3	-12.2	-0.9%	8.5%	3.0	-5.2	3.2%	-3.9
14	Cc1cccc(Cl)c1NC(=S)N1CCN(c2ccc([N+](=O)[O-])cn2)CC1	-3.1%	-20.8	-5.3	0.4%	-0.8%	9.8	-3.3	?	-5.3
15	COc1ccc(CC(=O)O/N=C(\N)c2ccccn2)cc1OC	4.7%	-5.8	3.6	3.6%	0.1%	4.0	0.6	2.9%	-10.0
16	CC1CN(C(=O)c2ccn(C)n2)CC(C)O1 (centres undefined)	-4.9%	-11.4	4.1	0.8%	-0.6%	4.4	-4.2	?	-6.5
17	C=CCn1c(CCC(=O)O)ccc1-c1ccccc1	-1.0%	-56.0*	8.1	1.2%	2.7%	2.6	-2.0	-5.7%	-6.3
18	O=C(NC1CCCCC1)c1ccc(Cn2c(SCc3ccc(F)cc3)nc3cccnc32)cc1	-0.9%	5.7	-11.3	1.3%	?	5.6	0.1	2.6%	-2.8
19	CCCn1ccc2c(OCC(=O)Nc3ccccc3C(=O)OCC)cccc2c1=O	-3.1%	·	12.1	-1.5%	2.1%	4.5	2.6	-11.3%	-4.3
20	O=C(C1CCN(Cc2ccc(F)cc2)CC1)N(CCc1ccccc1)Cc1ccccc1	-3.4%	11.4	-21.4	-6.5%	2.2%	5.3	-1.5	-7.2%	-11.5
21	Cc1ccccc1NC(=O)c1ccc([N+](=O)[O-])o1	-9.4%	-0.9	10.8	-27.7%	0.2%	-0.3	2.7	2.5%	0.9
22	C#CCSc1nnnn1-c1cccc(Cl)c1	-2.3%	-2.9	4.2	-0.7%	1.3%	1.3	-1.4	1.4%	-6.9
23	COc1cc(CN2CCCCCC2)cc(OC)c1O	-2.3%	8.3	2.0	0.8%	2.8%	1.9	14.0	0.7%	14.7
24	O=C(Nc1ccc(N2CCCCCC2)cc1)c1ccccc1Cl	3.6%	-17.9	5.3	?	1.2%	1.7	-1.1	14.1%	6.0
25	O=C(OCC(=O)C12CC3CC(CC(C3)C1)C2)c1cnccn1	-1.8%	1.0	-4.7	-1.0%	0.1%	1.8	2.1	1.6%	1.4
26	COc1nc(N/N=C/c2ccc(-c3cccc([N+](=O)[O-])c3)o2)nc(N2CCOCC2)n1	·	1.7	11.1	·	0.8%	0.3	-5.0	·	·
27	Cc1ccc(-n2nc3c(=O)n(CC(=O)NCCCc4ccccc4)nc(C)c3c2C)cc1	-1.4%	-2.2	·	3.8%	0.3%	0.2	2.0	-0.4%	-2.2
28	COc1ccc(-c2cn[nH]c2N)c(OC)c1	-5.7%	1.4	-13.6	-0.2%	1.2%	0.2	-0.9	5.6%	2.6
29	O=C(NCC(c1ccco1)N1CCc2ccccc2C1)c1ccc(Br)cc1 (centres undefined)	-2.9%	-1.2	-4.1	1.3%	-0.3%	2.6	1.4	-5.5%	-2.8
30	COc1ccc(-n2cc(-c3ccccc3)c3c(SC(C)C(C)=O)ncnc32)cc1 (centres undefined)	0.7%	-5.9	4.5	0.4%	1.9%	2.7	0.8	3.9%	0.1

# The listing continues:
cpd	structure	Glioma ERSR ind	D1 antagonist	D2 PAM	Vif-APOBEC3G blk	RXFP1 agonist	D1 ag	D1 PAM	Vif-A3F inh	LDHA inh
31	O=C(c1ccc(C(F)(F)F)cc1)c1c[nH]c(C(=O)NCCCn2ccnc2)c1	-2.0%	-0.7	-14.5	2.9%	-2.0%	1.1	0.6	-6.8%	-6.9
32	Cc1ccc(CNc2ccc3cc(S(=O)(=O)N4CCCCC4)ccc3n2)cc1	-0.7%	-25.6	-7.3	6.1%	3.6%	7.7	-3.0	6.7%	-2.7
33	COC(=O)c1ccc(CSc2nc3c(c(=O)n2-c2ccc(Br)cc2)SCC3)o1	0.3%	-8.2	4.3	-8.4%	0.9%	1.6	-4.4	7.1%	0.0
34	COc1ccc(NC(=O)CN(C)C(=O)Cc2c[nH]c3ccccc23)cc1	-4.2%	4.0	-5.2	0.2%	0.2%	1.5	·	-3.1%	4.7
35	CN1C(=O)C2(SCC(=O)N2c2cccc(C(F)(F)F)c2)c2ccccc21 (centres undefined)	-5.1%	-5.1	9.3	-0.9%	0.9%	4.6	-2.4	-5.3%	4.2
36	COc1ccc(NC(=O)N2CCC(CN3CCCC3)CC2)c(OC)c1	-1.4%	-29.2	-4.2	-1.8%	1.8%	-0.7	-1.1	0.5%	0.0
37	O=C(c1ccc(Cl)cc1)N1CCc2ccccc21	2.0%	-28.2	11.9	0.6%	2.1%	-0.9	-8.2	-0.8%	-7.5
38	COc1ccc(Cl)cc1C(=O)Nc1nnc2n1CCS2	-3.3%	10.2	10.6	1.1%	0.8%	1.6	-3.0	-1.0%	-5.6
39	C/C(=N\NC(=S)Nc1ccc(C)cc1)c1cc2ccccc2o1	1.6%	-16.0	0.4	-5.1%	2.0%	3.5	-5.8	-28.2%	-10.0
40	CCOC(=O)/C=C1\SCC(=O)N1CC(=O)Nc1ccccc1OC(F)F	-4.1%	2.5	-14.8	0.9%	2.0%	2.5	-7.6	2.5%	-7.8
41	CC(C)OCCCNC(=O)CCCn1c(SCC(N)=O)nc2c(sc3ccccc32)c1=O	-2.4%	2.4	7.2	-3.1%	2.8%	3.4	1.3	0.8%	-0.2
42	CCOc1ccc(CCNC(=O)c2cccc(NC3=NC4CS(=O)(=O)CC4S3)c2)cc1 (centres undefined)	-3.6%	-2.2	2.7	-0.2%	-0.7%	1.0	-4.8	3.3%	-2.1
43	O=C(NCc1ccncc1)c1ccc(Oc2ccccc2)cc1	1.2%	-7.1	0.8	6.9%	-1.3%	8.9	-3.9	0.5%	-7.2
44	O=C(O)c1cc(NS(=O)(=O)c2ccc(NCc3ccccc3)c([N+](=O)[O-])c2)cc(C(=O)O)c1	0.0%	16.0	11.5	-1.1%	0.4%	1.6	-1.6	-7.8%	-1.0
45	Cc1cc(Nc2ccc(Br)cc2)nc(C)n1	0.3%	0.5	15.4	-2.5%	-1.4%	-2.9	-0.2	1.9%	-4.7
46	CC(=O)Nc1c(F)cc(Br)cc1F	-2.3%	2.4	-4.6	-4.3%	-1.2%	3.5	3.8	-4.4%	-2.4
47	Cc1ccc(Cl)cc1NC(=O)c1ccc(NC(=O)CCC(=O)O)cc1	2.7%	-13.2	11.3	-2.4%	-0.8%	1.1	-3.0	-1.7%	-4.0
48	Nc1ccn(CCCN2CCN(Cc3cccc4ccccc34)CC2)c(=O)n1	-1.2%	·	·	0.3%	·	·	·	0.3%	-2.8
49	Cc1cc(=O)[nH]c(SCC(=O)c2ccc(C)c(C)c2)n1	8.0%	-8.3	-11.1	1.9%	0.0%	6.1	-5.2	-8.4%	-4.3
50	COc1ccccc1NC(=O)c1cc2c(C)nn(-c3ccccc3)c2s1	-4.0%	-0.8	15.8	-5.2%	-1.4%	11.4	-1.4	-6.7%	-1.8
51	O=C(CCCC(=O)NN=Cc1ccccc1Cl)NN=Cc1ccccc1Cl	-3.3%	·	·	-0.5%	·	·	·	3.2%	-9.7
52	O=C(CNC(=O)C1CCCCC1)NNC(=O)c1ccc(Cl)cc1Cl	-2.3%	5.0	-6.3	-0.3%	0.1%	1.3	-7.3	-0.7%	2.6
53	CC(=O)c1cccc(NC(=O)c2ccccc2-c2ccccc2C(=O)O)c1	-2.4%	6.3	8.4	2.6%	-0.2%	0.0	-3.0	-3.0%	0.6
54	O=C(NCC1(N2CCCCC2)CCCCC1)c1ccc(NS(=O)(=O)c2ccc(F)cc2)cc1	-3.1%	-4.8	-7.3	0.7%	-0.1%	6.4	-3.6	3.9%	-3.0
